L major viab = reduces viability of Leishmania major promastigotes. resazurin fluorescence viability. inhibition, % at 10 µM. 9% of 200,000 active; in the data active = inhibition above about 50%;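 note: promastigotes grown with compound for 44 hours at 28 °C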
RAM inhibit = inhibitors of the yeast RAM network. S. cerevisiae dse1pr::URA3 reporter, 5-FOA growth OD615, 2 d; analog-sensitive cbk1-as2 kinase mutant strain. inhibition, % at 50 µM. 1.8% of 190,000 active;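 active = inhibition above a set limit, 3 SD over mean compound inhibition, cut at about 8.4% in these data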;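 note: 0% = DMSO-only wells with no growth and 100% = 10 µM 1-NA-PP1 full growth; inhibition rescues growth on 5-FOA so higher OD means more RAM inhibition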
TNAP inh noacc = TNAP (human) inhibition, acceptor-free conditions; purified TNAP, CDP-star luminescence, 30 min; AID 1012; 0.26% of 200,000 active; P05186; inhibition, % at 20 µM;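 active = tissue-nonspecific alkaline phosphatase inhibition above about 50% at 20 µM in the single-dose screen, limit read from the data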;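 note: 0% = DMSO negative control and 100% = EDTA positive control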
Target sequence (P05186 whole entry, looked up): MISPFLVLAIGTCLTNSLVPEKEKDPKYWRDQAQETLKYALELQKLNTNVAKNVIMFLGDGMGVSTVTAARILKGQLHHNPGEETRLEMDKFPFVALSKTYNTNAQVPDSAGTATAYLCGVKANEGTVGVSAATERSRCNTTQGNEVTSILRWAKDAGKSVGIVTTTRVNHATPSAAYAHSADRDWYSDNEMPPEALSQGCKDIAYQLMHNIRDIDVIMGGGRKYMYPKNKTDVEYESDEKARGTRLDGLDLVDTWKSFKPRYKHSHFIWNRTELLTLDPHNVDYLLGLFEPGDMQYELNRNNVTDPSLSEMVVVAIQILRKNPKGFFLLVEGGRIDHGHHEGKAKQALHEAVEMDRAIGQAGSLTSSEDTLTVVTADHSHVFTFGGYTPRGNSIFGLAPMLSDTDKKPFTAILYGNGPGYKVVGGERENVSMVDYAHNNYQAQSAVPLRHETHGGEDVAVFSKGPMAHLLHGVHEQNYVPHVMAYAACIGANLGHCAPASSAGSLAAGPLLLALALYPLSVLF
Hsp70 act = switches on Hsp70 transcription; HeLa Hsp70 promoter luciferase reporter, luminescence; scaled: vehicle 0, proteasome-inhibitor control 100%; activation, % at 10 µM; 0.04% of 200,000 active; AID 1203;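 active = activation above the mean across all tested compounds plus 3 SD, cutoff set per campaign, cut at about 5.5% in these data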;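 note: 100% = MG132 at 30 µM as the positive control and 0% = DMSO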
DTT redox prof = compounds producing H2O2 with reducing agent – biochemical, NIH compound library profiling, artefact control for MLSCN library redox annotation, primary screen; 0.03% of 200,000 active; activation, % at 10 µM; DTT-dependent redox cycling H2O2, phenol red/HRP absorbance; 100% = 100 µM peroxide control, 0% = buffer;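 active = activation of at least 50% relative to the plate's high and low controls in the primary single-dose screen; inactive = activation below 50%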;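 note: compound incubated with DTT at 0.8 mM final as the reducing agent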
S1P3 antag = blocks the human S1P3 receptor. inhibition, % at 4.98 µM. 0.27% of 170,000 active. AID 485. CHO S1P3 NFAT-BLA reporter, FRET fluorescence, antagonist mode;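 active = inhibition above the plate cutoff, the mean inhibition of test wells on that plate plus 3 SD, cut at about 28% in these data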;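 note: cells challenged with S1P at its EC80 of 0.8 µM; blue over green emission ratio from cleaved BLA substrate after 4 h stimulation; 0% = S1P-stimulated wells and 100% = unstimulated DMSO-only wells; some compounds past the cut are filed as inactive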
HMGR II inh = blocks class II HMG-CoA reductase of Enterococcus faecalis; purified E. faecalis HMGR, NADPH absorbance 340 nm kinetic; inhibition, % at 10 µM; 0.41% of 190,000 active; AID 1066;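 active = inhibition above a set limit, the median over all tested compounds plus 3 SD, cut at about 9.5% in these data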;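 note: enzyme runs in reverse so mevalonate oxidation gives rising NADPH absorbance; 0% = complete reaction with DMSO and 100% = background rate lacking mevalonate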
PMI activator = increases human mannose-6-phosphate isomerase activity; P34949; purified human PMI, coupled resazurin fluorescence, 20 min; stronger effect = higher value; 1 = vehicle control, 0 substrate-free wells; activation factor at 20 µM; 0.005% of 190,000 active; AID 1214;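 active = activation factor of 2 or more at 20 µM, relative to plate controls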
Target sequence (P34949 whole entry, looked up): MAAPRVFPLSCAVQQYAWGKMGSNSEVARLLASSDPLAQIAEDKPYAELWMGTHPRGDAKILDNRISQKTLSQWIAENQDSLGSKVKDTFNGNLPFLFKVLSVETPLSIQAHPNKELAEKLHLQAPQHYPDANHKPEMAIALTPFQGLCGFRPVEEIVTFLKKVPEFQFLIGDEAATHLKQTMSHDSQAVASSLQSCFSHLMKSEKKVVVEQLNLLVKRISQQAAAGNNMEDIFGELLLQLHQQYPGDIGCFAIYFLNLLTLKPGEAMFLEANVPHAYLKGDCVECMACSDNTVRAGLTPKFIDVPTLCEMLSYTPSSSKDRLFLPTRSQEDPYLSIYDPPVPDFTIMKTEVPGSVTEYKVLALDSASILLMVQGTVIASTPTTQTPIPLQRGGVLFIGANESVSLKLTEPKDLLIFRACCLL
PMI act hi M6P = increases human PMI activity with near-saturating mannose 6-phosphate. AID 1216. P34949. coupled PMI enzyme assay, resazurin fluorescence, 20 min; stronger effect = higher value; 1 = untreated enzyme, 0 = substrate-free blank. activation factor at 20 µM. 0.34% of 190,000 active;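 active = activation factor of 2 or more at 20 µM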
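Test system: human phosphomannose isomerase with PGI, G6PDH, diaphorase coupling enzymes; amount: 15 ng/mL PMI; incubation: enzyme reaction with compound 20 min at room temperature; technique: resorufin fluorescence (Ex 544/Em 590 nm) from resazurin via diaphorase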
TNAP inh hiacc = inhibitors of human TNAP at high phosphate acceptor concentration | 0.03% of 200,000 active | AID 1135 | P05186 | inhibition, % at 20 µM | purified TNAP, CDP-star luminescence, 1 M DEA;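 active = over 50% inhibition of tissue-nonspecific alkaline phosphatase at 20 µM in the single-dose screen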;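 note: plate controls were DMSO wells for no effect and EDTA-quenched wells as full inhibition for full effect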
The depositor's hits bear a star; / = not tested or not shown.

The first two compounds, to show the layout:
| SMILES | L major viab | RAM inhibit | TNAP inh noacc | Hsp70 act | DTT redox prof | S1P3 antag | HMGR II inh | PMI activator | PMI act hi M6P | TNAP inh hiacc |
| --- | --- | --- | --- | --- | --- | --- | --- | --- | --- | --- |
| Cc1cccc(-n2cc[nH]c2=S)c1 | -12.1 | -1.1 | -16.7 | -0.6 | -0.4 | -17.7 | -8.9 | 1.3 | 1.5 | 2.0 |
| O=C(Nc1ccccc1C(=O)N1CCOCC1)c1noc2c1CCCC2 | -1.3 | 0.6 | -8.1 | -0.2 | -0.6 | 12.3 | 1.1 | 0.9 | 0.9 | -3.0 |

The listing (from the top)
| SMILES | L major viab | RAM inhibit | TNAP inh noacc | Hsp70 act | DTT redox prof | S1P3 antag | HMGR II inh | PMI activator | PMI act hi M6P | TNAP inh hiacc |
| --- | --- | --- | --- | --- | --- | --- | --- | --- | --- | --- |
| Cc1cccc(-n2cc[nH]c2=S)c1 | -12.1 | -1.1 | -16.7 | -0.6 | -0.4 | -17.7 | -8.9 | 1.3 | 1.5 | 2.0 |
| O=C(Nc1ccccc1C(=O)N1CCOCC1)c1noc2c1CCCC2 | -1.3 | 0.6 | -8.1 | -0.2 | -0.6 | 12.3 | 1.1 | 0.9 | 0.9 | -3.0 |
| O=C(Nc1ncc(Cc2cccc(Cl)c2Cl)s1)c1ccc([N+](=O)[O-])cc1 | -1.8 | 3.4 | -0.1 | -0.3 | -5.5 | / | -2.1 | 1 | 1 | 6.2 |
| COc1ccc(-c2[nH]ncc2CN2CCN(Cc3cccs3)CC2)c(F)c1 | -6.3 | 1.0 | 62.6* | -0.2 | 0.5 | -5.2 | 3.2 | 1 | 1.1 | -4.9 |
| Nc1cc(=O)[nH]c(SCC(=O)Nc2ccc(S(=O)(=O)N3CCCCC3)cc2)n1 | -9.3 | 1.3 | -9.9 | -0.2 | 0.1 | 8.1 | -8.7 | 0.9 | 1 | -4.7 |
| C/C(=C1/C(=O)N(c2ccc([N+](=O)[O-])cc2)N=C1c1ccccc1)N(C)C | -6.5 | 7.7 | -9.5 | 0.0 | -7.0 | / | -0.5 | 1 | 1 | -6.0 |
| CCN(CCCNC(=O)C1CCN(S(=O)(=O)c2cnc[nH]2)CC1)c1ccccc1 | -2.3 | 2.8 | -10.4 | -0.3 | -3.2 | -31.7 | -7.9 | 0.8 | 0.9 | -3.4 |
| O=C(NN1CCOCC1)c1cnn2c(C(F)F)cc(-c3ccccc3)nc12 | 5.5 | 2.6 | -8.4 | -0.1 | -0.7 | -11.6 | -3.9 | 1 | 1 | -5.0 |
| O=C1COc2ccc(C(=O)COC(=O)c3ccc4ccccc4n3)cc2N1 | -7.3 | 2.6 | 11.2 | -0.1 | 2.4 | 5.0 | 1.6 | 1.1 | 1 | -2.9 |
| C[C@@H](C(=O)N1CCNCC1)n1cc(CCC(=O)O)nn1 | -3.4 | 2.6 | -13.8 | 0.2 | 0.3 | 2.6 | 5.1 | 1.1 | 1.1 | -5.6 |
| COC(=O)C(CC(C)C)NC(=O)C(Cc1ccccc1)NC(=O)C1CCCN1C(=O)OC(C)(C)C (stereo unspecified) | -4.9 | -0.5 | -15.2 | 0.0 | -0.1 | 6.8 | -4.7 | 1 | 1 | -8.2 |
| O=C(/C=C/c1cccc2ccccc12)c1ccncc1 | 100.4* | -2.0 | -4.6 | -0.4 | 0.5 | -2.1 | -1.4 | 0.9 | 0.7 | 3.0 |
| COc1cc2c(cc1NCc1ccc3c(c1)OCO3)oc1ccccc12 | -2.0 | 6.2 | -4.2 | -0.1 | 0.7 | / | 1.0 | 0.8 | 0.7 | 1.0 |
| CC1CCC(NC(=O)COc2ccc(C(=O)c3ccccc3)cc2)CC1 (stereo unspecified) | 7.0 | 0.5 | 22.0 | -0.4 | -0.1 | -12.1 | -1.6 | 0.9 | 0.9 | -0.1 |
| Brc1ccc(CSc2nnc(-c3cccnc3)o2)cc1 | 11.3 | 2.6 | -7.7 | 0.3 | -0.5 | 3.9 | -6.6 | 1 | 1 | -2.1 |
| Cc1ccc2c(c1)N(CCC(=O)NCc1ccco1)C(=O)CO2 | -4.8 | 0.0 | -10.0 | -0.7 | 2.4 | 2.1 | -1.2 | 1 | 1 | -5.0 |
| Cn1cccc1CC(=O)N/N=C/c1cccc([N+](=O)[O-])c1 | -1.6 | 2.1 | 0.3 | -0.5 | -0.2 | -19.2 | -3.6 | 1 | 1 | 1.5 |
| O=C1CCCc2ccccc2N1Cc1cccc(Cl)c1 | 3.4 | -0.8 | -9.5 | 0.2 | 1.4 | / | -1.8 | 1 | 1 | -3.7 |
| COC(=O)Cc1c(O)ccn(C2CC2)c1=O | 2.7 | 0.2 | -6.0 | -0.5 | -0.6 | -11.5 | -7.6 | 1 | 1 | -2.8 |
| CC(NC(=O)CN(C)CC(=O)Nc1ccc(F)c(F)c1F)c1ccccc1 (stereo unspecified) | -7.7 | 1.2 | -15.4 | -0.2 | -0.1 | -2.5 | -3.6 | 1.1 | 1 | -5.3 |
| Cc1[nH][nH]c(=O)c1C(c1ccc(-c2ccc(C(=O)O)cc2)o1)c1c(C)[nH][nH]c1=O | -6.1 | 0.3 | 21.6 | -0.2 | -1.2 | -17.6 | 6.8 | 1.1 | 1.1 | 8.2 |
| COCCNC(=O)CN1CCC(NC(=O)c2ccco2)CC1 | 7.6 | 1.0 | -6.7 | -0.5 | 0.1 | 7.6 | -4.0 | 1 | 1 | 1.9 |
| Cc1ccc(C2/C(=C(/O)c3cnn(-c4ccccc4)c3C)C(=O)C(=O)N2CCN2CCOCC2)o1 (stereo unspecified) | -2.7 | 1.2 | -6.6 | 0.2 | 0.1 | / | 1.4 | 1.4 | 1.9 | -5.4 |
| C/C(CCc1ccccc1)=N\NC(=O)C1C2CCCCC21 (stereo unspecified) | -1.4 | 0.9 | -6.9 | 0.3 | 0.9 | -2.5 | 3.8 | 1 | 1 | -5.0 |
| CC1=C(C)/C(=N\OS(=O)(=O)c2ccc(C)cc2)C=CC1=O | 100.5* | -0.3 | 0.6 | 2.9 | -1.0 | 0.3 | -1.1 | 0.2 | 0.2 | 2.2 |
| COc1ccc(CC/C(C)=N\NC(N)=O)cc1 | -6.1 | 2.3 | -11.2 | -0.1 | 0.1 | -44.8 | -0.3 | 1 | 1 | -4.1 |
| COc1ccc(NCc2nnc(SCC(=O)Nc3ccc(OC)cc3)n2C)cc1 | -4.5 | 0.9 | -11.7 | -0.5 | -2.3 | -6.2 | -3.0 | 1 | 1 | -4.5 |
| CCOc1ccc2[nH]c(C)c(CN(C)C)c(=O)c2c1 | -7.7 | 1.4 | -5.2 | -0.1 | -2.4 | -4.3 | -4.9 | 1 | 1 | -5.5 |
| O=C(OCc1cc(=O)n2c(n1)sc1ccccc12)c1ccc(O)cc1 | 58.9* | 4.0 | -11.4 | -0.1 | -0.1 | -5.0 | -2.2 | 0.9 | 1 | -2.4 |
| O=C(O)c1cccc(Nc2ncnc3sccc23)c1 | -1.9 | 2.2 | -11.1 | -0.1 | -0.1 | -12.2 | 1.2 | 1.3 | 1.1 | -3.3 |
| CCCCc1ccc(NC(=O)CC(C)(C)C)cc1 | -2.4 | 2.3 | 0.6 | 0.2 | -0.1 | 3.0 | -4.9 | 0.9 | 1 | -0.9 |
| CC(=O)Nc1ccc2[nH]c3ccccc3c2c1 | -0.4 | 2.3 | -13.4 | 0.3 | 0.8 | -0.6 | -9.5 | 1 | 1 | -5.5 |
| O=C(CO/N=C/c1cccc([N+](=O)[O-])c1)NC1CCCCC1 | -3.6 | 3.0 | -13.2 | -0.3 | 0.7 | -5.3 | 4.1 | 1 | 1 | 1.3 |
| CC(C)(C)C(=O)N1CCC(O)(CS(=O)(=O)Cc2ccccc2Cl)CC1 | -6.2 | 0.8 | -3.5 | -0.4 | 0.6 | / | 1.5 | 0.8 | 0.9 | -0.5 |
| COc1ccc(CCC(=O)Nc2nc3ccccc3[nH]2)cc1 | -3.7 | 2.1 | 2.6 | -0.3 | 0.1 | / | -2.9 | 1.1 | 1.1 | -3.7 |
| Cc1ccc(NC(=S)NCCc2c[nH]c3ccccc23)cc1 | 24.9 | -0.6 | -5.5 | -0.5 | 0.1 | / | 0.0 | 1 | 0.9 | 2.0 |
| CC(C)C(NC(=O)c1ccccc1Cl)C(=O)OCc1nc2scc(-c3ccccc3Cl)c2c(=O)[nH]1 (stereo unspecified) | -6.0 | 4.5 | -2.9 | -0.1 | -0.2 | -8.9 | -4.3 | 1.2 | 1.2 | 3.1 |
| Cc1nnc(SCC(=O)NCc2ccco2)[nH]c1=O | -5.8 | -0.5 | -0.5 | 0.3 | -0.2 | -25.3 | -2.1 | 0.9 | 0.9 | -6.8 |
| O=C(CCC1CCCCC1=O)c1ccccc1 (stereo unspecified) | -1.6 | 1.4 | 0.1 | -0.1 | 0.1 | 8.5 | -3.4 | 1.1 | 1.2 | -5.1 |
| Cc1c(Cc2ccccc2)c(=O)oc2c(C)c(OCc3nn[nH]n3)ccc12 | -24.9 | 3.6 | -8.6 | -0.4 | 3.3 | 5.9 | -2.2 | 1 | 0.9 | -4.4 |
| Cc1cccc(OC(=O)c2ccc3nccnc3c2)c1 | -0.4 | 4.2 | -3.9 | 0.0 | -2.2 | / | 2.7 | 1 | 1.1 | -6.2 |
| CCOC(=O)C1=C(C)Nc2nc(SC)nn2C1c1ccc(C(=O)OC)cc1 (stereo unspecified) | 30.1 | 5.2 | -3.2 | -0.2 | -5.0 | 8.6 | -8.8 | 1.1 | 1.1 | -6.0 |
| CCOC(=O)N1C(=O)C2(CCCCC2)N(c2ccccc2Cl)C1=S | 16.1 | 5.2 | 5.9 | 0.0 | 0.4 | -8.8 | 0.7 | 1 | 1 | -6.7 |
| CCOC(=O)C1CCN(CCC(=O)Nc2cccc(Cl)c2)CC1 | 93.2* | 1.8 | -8.8 | -0.4 | -1.3 | 6.1 | -9.0 | 1 | 1 | -0.8 |
| O=C(CSc1ncc(-c2ccc(F)cc2)n1Cc1ccco1)Nc1ccc2c(c1)OCO2 | 59.8* | 0.4 | -13.7 | -0.3 | 1.9 | 2.6 | -5.2 | 0.8 | 1 | -6.4 |
| O=C(Nc1nnc(C2=COCCO2)o1)c1ccc(S(=O)(=O)N2CCOCC2)cc1 | -4.1 | 0.7 | -12.7 | 0.1 | -0.1 | 4.6 | 1.3 | 1.4 | 1.2 | -4.2 |
| COc1ccc(COC(=O)c2n[nH]c3ccccc23)cc1F | 97.5* | 4.0 | -21.4 | -0.1 | -3.2 | 9.3 | -3.4 | 0.8 | 0.9 | -1.0 |
| CCNC(=O)CCCOc1ccc(Cl)cc1Cl | -0.9 | -0.2 | -13.1 | -0.2 | 0.5 | -7.1 | 1.5 | 1 | 1 | -3.1 |
| Cc1ccc(NC(=O)Cn2nc(C)c(S(=O)(=O)N(C)C)c2C)cc1C | -1.5 | 1.3 | -7.0 | 0.1 | -3.4 | -8.9 | -4.5 | 1.1 | 1.1 | -6.0 |
| O=C(CCC(=O)c1cccs1)OCc1nc2ccccc2s1 | -8.1 | 0.0 | -4.7 | -0.2 | 0.3 | -15.9 | -6.4 | 1 | 1 | 1.1 |
| CCC(CC)c1nnc(NC(=O)c2c(-c3ccccc3)noc2C)s1 | -4.9 | 4.3 | 27.4 | -0.1 | 0.0 | -1.0 | -1.2 | 1 | 1.1 | -6.0 |
